SENP1 FRET inh: blocks the human SENP1 SUMO protease catalytic domain; Q9P0U3; recombinant SENP1 catalytic domain, CyPet-SUMO1-YPet FRET cleavage; inhibition, % at 10 µM; hit rate 0.21% among 360,000;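 active = inhibition at least 30% at 10 µM, raw YFP signal under a set limit, fluorescence ratio 0.5 to 1.5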;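 note: 0% = enzyme with DMSO and 100% = no enzyme wells; some results filed as inactive read as strong as hits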
Target sequence (Q9P0U3 419-644 limits assumed): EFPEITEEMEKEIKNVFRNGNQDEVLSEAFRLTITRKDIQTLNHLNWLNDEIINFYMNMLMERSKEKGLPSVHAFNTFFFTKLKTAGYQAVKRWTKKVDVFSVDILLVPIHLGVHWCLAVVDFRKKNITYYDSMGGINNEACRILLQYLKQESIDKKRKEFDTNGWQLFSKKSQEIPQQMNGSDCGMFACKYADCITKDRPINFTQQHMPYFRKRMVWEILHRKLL
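material = recombinant human SENP1 catalytic domain, His6-tagged | quantity = 20 pM enzyme | reagent = 25 nM SUMO1 FRET substrate | compound dosing = 10 µM single point, 0.5% DMSO | timing = 50 min enzyme reaction, room temperature, light-protected | detection = FRET, CFP and YFP emission | control set = no-enzyme low, enzyme-DMSO high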
SENP8 block: SENP8 (human) protease inhibition | Q96LD8 | recombinant SENP8, Nedd8 substrate fluorescence | inhibition, % at 20 µM | hit rate 0.64% among 360,000 | AID 602440; in the data active = inhibition mostly above about 40%, no sharp cut-off; inactive = mostly below about 27%
Target sequence (Q96LD8 whole entry, looked up): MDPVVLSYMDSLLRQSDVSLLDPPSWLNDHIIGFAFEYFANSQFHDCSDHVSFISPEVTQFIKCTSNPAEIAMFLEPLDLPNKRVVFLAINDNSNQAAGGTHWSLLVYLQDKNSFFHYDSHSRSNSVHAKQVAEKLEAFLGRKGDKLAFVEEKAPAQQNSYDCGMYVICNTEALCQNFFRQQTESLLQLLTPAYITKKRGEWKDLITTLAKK
Active calls of the source: *; i = inactive. Not all compounds are listed; the hit share may differ from the screen's.

SMILES	SENP1 FRET inh	SENP8 block
CNc1cncc(-c2cccc(C(=O)NC3CC3)c2)n1	-4	i
CC1C(=O)CC2C3(C)CCC2(C(C)C(=O)O)C(=O)C13 (stereo not drawn)	3	16
Cc1cccc(C)c1-n1nnnc1C(C1CC1)N1CCN(C/C=C/c2ccccc2)CC1 (stereo not drawn)	-1	25
CCOC(=O)C1=CCC(c2ccco2)N(S(=O)(=O)c2ccc(C)cc2)C1 (stereo not drawn)	-4	-7
COCCCn1cc(CN(C)C2CN(Cc3cn(CCCOC)nn3)S(=O)(=O)C2)nn1 (stereo not drawn)	1	12
O=C(NCCO)c1cccc(-c2cnc3cccnn23)c1	-18	i
Cc1cn([C@H]2C[C@H](O)[C@@H](/C=C/C(=O)NCCc3ccc4c(c3)OCO4)O2)c(=O)[nH]c1=O	-1	20
CC(=O)NCCNc1nc2cc(-c3ccc(C(=O)N4CCN(C)CC4)cc3)sc2c(=O)n1C	0	-296
CC(=O)Nc1cccc(-c2ccnc3c2CC(C(=O)NCCC(F)(F)F)O3)c1 (stereo not drawn)	-3	8
Cc1ccccc1Cn1c(C)c(C(=O)NCc2cccc(Cl)c2)sc1=O	-9	2
CCOC(=O)[C@]12CCC=C1N(Cc1ccccc1)C(=O)[C@H](CC(=O)NCc1ccc(OC)c(OC)c1)C2	1	-3
CC(CC(=O)Nc1ccc2c(c1)c(=O)n(C)n2Cc1ccc(F)cc1)C(F)(F)F (stereo not drawn)	10	i
CC(=O)Nc1ccc(NC(=O)C2(C)Cc3c(-c4cccc(NC(C)=O)c4)ccnc3O2)cc1 (stereo not drawn)	1	-24
COc1ccc(C2=Nc3ccccc3N(C(=O)c3ccc4ncccc4c3)C2C(=O)NC2CCCC2)cc1 (stereo not drawn)	1	-249
CCOC(=O)C1=CCN(S(=O)(=O)c2ccc(F)cc2)C1c1cccc(Cl)c1 (stereo not drawn)	0	15
CC1(C(=O)NS(=O)(=O)c2cccc(F)c2)CCN1C(=O)C/C=C/c1ccccc1 (stereo not drawn)	1	16
COCCCn1cc(CN2CC(N3CCN(CCO)CC3)CS2(=O)=O)nn1 (stereo not drawn)	2	13
O=S1(=O)CC(N2CCN(CC3CC3)CC2)CN1Cc1ccc(F)cc1 (stereo not drawn)	4	10
COCc1cccc(-c2csc(C(C)(O)c3ccccc3)n2)c1 (stereo not drawn)	4	22
O=C(O)Cn1nnc(-c2ccccc2)c1COc1ccccc1	4	10

Arranged by heavy-atom count (low to high): some entries from above.
SMILES	SENP1 FRET inh	SENP8 block
CNc1cncc(-c2cccc(C(=O)NC3CC3)c2)n1	-4	i
O=C(NCCO)c1cccc(-c2cnc3cccnn23)c1	-18	i
CC(=O)Nc1cccc(-c2ccnc3c2CC(C(=O)NCCC(F)(F)F)O3)c1 (stereo not drawn)	-3	8
CC(CC(=O)Nc1ccc2c(c1)c(=O)n(C)n2Cc1ccc(F)cc1)C(F)(F)F (stereo not drawn)	10	i
COCCCn1cc(CN(C)C2CN(Cc3cn(CCCOC)nn3)S(=O)(=O)C2)nn1 (stereo not drawn)	1	12
Cc1cccc(C)c1-n1nnnc1C(C1CC1)N1CCN(C/C=C/c2ccccc2)CC1 (stereo not drawn)	-1	25

Later entries:
SMILES	SENP1 FRET inh	SENP8 block
CCOC(=O)N(C)c1c(CC)nc2c(OCCC3CCCCC3)cccn12	-3	2
O=C1c2c(-c3ccc(Br)cc3)noc2CCN1Cc1cn(Cc2cccnc2)nn1	3	16
CC(O)(c1cccc(F)c1)c1nc(-c2ccoc2)cs1 (stereo not drawn)	-10	-3
COc1ccc(C(=O)N2CCCCC2c2cc(C(=O)Nc3ccc(F)c(Cl)c3)no2)cc1 (stereo not drawn)	0	10
COc1cc(C(=O)C(=O)N2CCN(c3ccc(C)cc3)CC2)cc2ccccc12	3	29
CC(C)N1CCC1(C)C(=O)Nc1cccc2ccccc12 (stereo not drawn)	-1	-8
COc1ccc(C(Cl)=C(C=O)c2ccc(OC)c(OC)c2)cc1OC	-3	1
CCCCCCCCN1C(=O)[C@H](CC(=O)NCc2ccc(OC)c(OC)c2)C[C@@]2(C(=O)OC)CCCCC=C12	0	4
O=C(N[C@@H]1CC[C@H](CCn2cc(-c3ccccn3)nn2)O[C@@H]1CO)c1ccncc1	1	8
OC(c1ccc(CN2CCCCC2)cc1)c1ncc(-c2ccccc2)[nH]1 (stereo not drawn)	-2	-7
O=C(Nc1ccccc1)c1cc(C2CCCN(C(=O)c3ccc4c(c3)CCO4)C2)on1 (stereo not drawn)	-1	10
CC(=O)CCC(=O)CNC(=O)CC[C@H]1O[C@@H](n2ccc(=O)[nH]c2=O)[C@H](O)[C@@H]1O	-1	19
CCc1nc2ccc(C(=O)NCc3ccc4c(c3)OCO4)cn2c1N(C)C(=O)Cc1ccccc1	3	-16
CCCCNC(=O)C[C@@H]1C[C@@]2(C(=O)OCC)CCCC=C2N(Cc2ccc(Cl)cc2Cl)C1=O	0	9
CC(C)CCN1C(=O)CSCC1(C)C(=O)Nc1ccc2c(c1)OCCO2 (stereo not drawn)	1	19
O=C(Nc1ccc2c(c1)OCCO2)C(c1ccnc2ccccc12)N1CCN(C/C=C/c2ccccc2)CC1 (stereo not drawn)	-3	12
Cc1cc(Br)cn2c(CC(C)(C)C)c(-c3cccc(Cl)c3)nc12	0	16
O=C(NC1CCCC1)C1C(c2ccc(C(F)(F)F)cc2)=Nc2ccccc2N1C(=O)c1ccco1 (stereo not drawn)	5	-44
CCCCC[C@@H](C)N1C[C@@H](COCc2ccccc2)Oc2cc(N3CCC[C@H]3CO)ccc2S1(=O)=O	0	10
CCC(=O)N1CCC(C)(C(=O)NCc2cccc(OC)c2)C1 (stereo not drawn)	1	21

As a short view, 2 of the compounds above.
SMILES	SENP1 FRET inh	SENP8 block
CNc1cncc(-c2cccc(C(=O)NC3CC3)c2)n1	-4	i
CC1C(=O)CC2C3(C)CCC2(C(C)C(=O)O)C(=O)C13 (stereo not drawn)	3	16

Further entries follow:
SMILES	SENP1 FRET inh	SENP8 block
OC[C@@H]1CN(CCN2CCOCC2)C[C@H](n2cnc3c(NCc4ccco4)ncnc32)O1	-1	17
Cc1cccc(C)c1NC(=O)C(c1ccccc1F)n1c(=O)c(-c2cc3ccccc3[nH]2)nc2ccccc21 (stereo not drawn)	-14	-433
CCc1nc2ccc(C(=O)NCCNC(C)=O)cn2c1N(CC)Cc1cccc(Br)c1	0	3
OCc1ccccc1-c1cccc2nccn12	-68	-477
CC(=O)Nc1cccc(-c2ccnc3c2CC(C(=O)NCc2cccc(Cl)c2)O3)c1 (stereo not drawn)	-2	9
CC1(Cc2ccc(Cl)s2)C(=O)Nc2c(Cl)ccc(Cl)c21 (stereo not drawn)	1	9
CC(C)(C)NC(=O)C(C1CC1)n1c(=O)c(-c2ccco2)nc2ccccc21 (stereo not drawn)	-52	-391
COc1ccc(-n2nnnc2C(CCSC)N2CCN(C/C=C/c3ccccc3)CC2)cc1 (stereo not drawn)	-6	18
CNc1ccc(-c2cccc([N+](=O)[O-])c2)cn1	2	-9
COc1ccc(NC(=O)C2Cc3c(-c4cccc(C(C)=O)c4)ccnc3O2)cc1OC (stereo not drawn)	1	17
CCCCNC(=O)C1(C)CCCCN1C(=O)c1cc(-c2ccccc2)cs1 (stereo not drawn)	0	18
Cc1ccccc1-c1cnc(C(O)c2ccc(C(C)(C)C)cc2)[nH]1 (stereo not drawn)	-1	25
Cc1ccc2nc(-c3ccc(F)cc3)c(CC3CCCCC3)n2c1	-10	-400
O=c1[nH]nnc2c1ncn2C1OC(CO)C(O)C1O (stereo not drawn)	-2	-3
CCCC(=O)Nc1ccc2c(c1)C(=O)N(C)C[C@@H](OC)[C@H](C)CN(Cc1ccc(-c3ccccn3)cc1)[C@@H](C)CO2	1	8
CCCC(=O)N1CCC1(C)C(=O)NS(=O)(=O)c1ccc(C)cc1 (stereo not drawn)	1	6
C=Cc1ccc(Cn2c(C)c(C(=O)NCc3ccc(Cl)c(Cl)c3)sc2=O)cc1	0	7
CCC(c1nnnn1-c1ccc2c(c1)OCCO2)N1CCN(CC)CC1 (stereo not drawn)	3	25
COCCN1C(=O)COc2ccccc2C1C(=O)Nc1c(C)cccc1C (stereo not drawn)	1	17
Cc1ccc2ccc(C(Nc3ccccc3)c3ccc(C(C)C)cc3)c(O)c2n1 (stereo not drawn)	-2	13
CCCCn1nnnc1C1(C)CCC(=O)N1Cc1ccc(OC)c(OC)c1 (stereo not drawn)	2	13
O=C(C[C@H]1CC[C@@H]2[C@H](COC[C@H](O)CN2Cc2cccc(F)c2)O1)NCc1cccc(F)c1	0	8
O=C(NC(c1ccccc1)c1ccc2ccccc2n1)C1CCN(Cc2ccc(Oc3ccccc3)cc2)CC1 (stereo not drawn)	-2	-19
CC1=C(C(=O)N2CCCCCC2)CC(CC(=O)NCc2cccc3ccccc23)C(=O)N1CCC1=CCCCC1 (stereo not drawn)	-1	10
O=CNc1cc(-c2ccoc2)cn2c(-c3ccc(F)cc3)cnc12	-21	-209
CN(C)CCN1CCN(C2CN(Cc3cn(Cc4ccccc4C(F)(F)F)nn3)S(=O)(=O)C2)CC1 (stereo not drawn)	-3	21
O=S(=O)(c1cccc2ccccc12)N1CCC2CC1c1cc(-c3ccc4c(c3)OCO4)ccc12 (stereo not drawn)	3	15
CCCNC(=O)c1cc(C2CCCCN2C(=O)c2ccc3c(c2)CCO3)on1 (stereo not drawn)	-1	3
CCCS(=O)(=O)NC(=O)C1(C)CCCN(C(=O)c2ccccc2Br)C1 (stereo not drawn)	0	12
O=S1(=O)C[C@@H](N2CCCC2)[C@H](COCc2ccccc2)N1	2	7
C#Cc1ccc(NC(=O)C2(C)CCN2C(=O)Cc2ccc(C(C)C)cc2)cc1 (stereo not drawn)	0	14
CCOC(=O)C1=CC[C@@H](c2ccccc2)N(S(=O)(=O)c2ccc(C)cc2)[C@H]1c1ccccc1C	-2	8
CCOC(=O)[C@]12CCC=C1N(Cc1ccccc1)C(=O)[C@H](CC(=O)NCCc1ccccc1OC)C2	-6	-4
O=C1c2ccccc2C(c2nnnn2-c2ccc3c(c2)OCCO3)N1Cc1ccc(F)cc1 (stereo not drawn)	2	17
CC(C)(C)c1ccc(CC(=O)N2CCC2(C)C(=O)NS(=O)(=O)c2ccccc2)cc1 (stereo not drawn)	1	24
CCCCCCn1cc(CN2CC(N3CCCCC3)CS2(=O)=O)nn1 (stereo not drawn)	3	15
CC[C@H](NC(=O)CC[C@H]1O[C@@H](n2cnc3c(NC(=O)c4ccccc4)ncnc32)[C@H](O)[C@@H]1O)c1ccccc1	0	21
Cc1ccccc1S(=O)(=O)N(C)C[C@H]1OCc2cn(nn2)CCCC(=O)N([C@@H](C)CO)C[C@@H]1C	0	14
Cc1ccccc1S(=O)(=O)N1C[C@H]2[C@H]3C(=O)N(C4CCCCC4)C(=O)[C@H]3CC(=O)[C@H]2[C@@H]1c1ccc(Cl)cc1	0	5
O=C1CCCCCC(=O)[C@H](O)C[C@H](c2ccccc2)O1	1	1
O=c1[nH][nH]c2c1C(c1cccc(C(F)(F)F)c1)OC(CCc1ccccc1)C2 (stereo not drawn)	1	19
CC(C)(C)S(=O)N1Cc2cc(C(=O)N3CCc4ccccc4C3)nc(-c3cccc(-c4ccncc4)c3)c2[C@H]1CCO (stereo partly drawn)	-9	-12
COc1ccc(SCC(O)Cn2c3ccccc3c3ccccc32)c(OC)c1 (stereo not drawn)	3	-1
CCCCN1CC(N2CCN(C(=O)c3ccco3)CC2)CS1(=O)=O (stereo not drawn)	4	17
CN(C)c1ccc(CNC(=O)C2Cc3c(-c4cccc(C(N)=O)c4)ccnc3O2)cc1 (stereo not drawn)	1	18
CCCCCCCCN1C(=O)[C@H](CC(=O)NCc2cccc3ccccc23)C[C@@]2(C(=O)OC)CCCCC=C12	0	12
CCCC[C@@H]1CC2=C(C(=O)OC(C)(C)O2)[C@@H](c2ccc(Cl)cc2)O1	-1	17
CCN(CC)C(=O)c1cccc(-c2csc(C(C)(O)c3ccc(OC)cc3)n2)c1 (stereo not drawn)	1	14
CN1CCN(C(=O)c2ccc(-c3ccc(F)c(F)c3)c3ccoc23)CC1	1	14
CC(C)CCN1C(=O)CSCC1(C)C(=O)NCc1ccccc1 (stereo not drawn)	1	17
Cc1ccc(C(=O)Nc2c(-c3ccccc3)[nH][nH]c2=O)cc1	1	12
COCCN(CCOC)Cc1cc(=O)oc2cc(OC)c(Cl)cc12	0	-133
CC1(C(=O)Nc2ccc3c(c2)OCCO3)CSCC(=O)N1C1CC1 (stereo not drawn)	-1	22
Nc1ncnc2c1ncn2[C@@H]1O[C@H](C(=O)NCc2ccc(OC(F)(F)F)cc2)[C@@H](O)[C@H]1O	-3	34
O=C(NCc1cccs1)C1Cc2c(-c3ccc(Cl)cc3)ccnc2O1 (stereo not drawn)	1	22
CCNC(=O)C1(C)CCN(C(=O)c2ccc(C#N)cc2)C1 (stereo not drawn)	1	21
CC(C)c1ccc(NC(=O)Nc2nc(C(N)C3CCCCC3)cs2)cc1 (stereo not drawn)	0	13
CCCCOCCCNC(=O)C[C@@H]1C[C@@]2(C(=O)OCC)CCC=C2N(CCC2=CCCCC2)C1=O	-2	33
Fc1cccc(Cc2c(C3CCCCC3)nc3c4ccccc4ccn23)c1	-18	-197
Clc1ccc2nc(C3CCCCC3)c(Cc3ccsc3)n2c1	-11	-71

Five compounds from above, arranged by the number in SENP1 FRET inh, smallest number first:
| SMILES | SENP1 FRET inh |
| --- | --- |
| Fc1cccc(Cc2c(C3CCCCC3)nc3c4ccccc4ccn23)c1 | -18 |
| Nc1ncnc2c1ncn2[C@@H]1O[C@H](C(=O)NCc2ccc(OC(F)(F)F)cc2)[C@@H](O)[C@H]1O | -3 |
| CC1(C(=O)Nc2ccc3c(c2)OCCO3)CSCC(=O)N1C1CC1 (stereo not drawn) | -1 |
| CC(C)c1ccc(NC(=O)Nc2nc(C(N)C3CCCCC3)cs2)cc1 (stereo not drawn) | 0 |
| Cc1ccc(C(=O)Nc2c(-c3ccccc3)[nH][nH]c2=O)cc1 | 1 |
